Screens (PubChem)
APOBEC3A inh: blocks human APOBEC3A ssDNA deamination | P31941 | 330,000 tested, 0.41% active | recombinant A3A, FAM/TAMRA ssDNA deamination fluorescence | AID 493011 | inhibition, % at 20 µM;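 active means at least 40% inhibition at 20 µM here, with at most 30% in a related deaminase screen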;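 further: plate controls were A3A with DMSO for no effect and wells lacking A3A enzyme for full effect; some results filed as inactive read as strong as hits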
mIAP act: increases mouse intestinal alkaline phosphatase activity; muIAP, CDP-Star luminescence, 30 min; stronger effect = higher value; 1 = vehicle-only enzyme signal, 0 = enzyme-free wells; 330,000 tested, 0.24% active; activation factor at 10 µM;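 active means activation factor of at least 2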; further: the source names both 10 and 20 µM as test concentration; values of inactives mirror those of a sister screen read the other way
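Assay system: mouse IAP enzyme; Reagent: CDP-Star chemiluminescent phosphatase substrate; Compound: DMSO-dissolved test compounds; Incubation: 30 min, room temperature; Technique: luminescence from enzymatic CDP-Star hydrolysis; Controls: DMSO-only wells and no-enzyme negative control.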
HKDC1 inhibitor: blocks human hexokinase HKDC1 activity; 340,000 tested, 0.16% active; inhibition, % at 20 µM; recombinant HKDC1, G6PDH/diaphorase resazurin coupled fluorescence; AID 493160;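 active means inhibition above about 35% when tested at 20 µM, limit read from the data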;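 further: plate controls were DMSO wells with enzyme for no effect and DMSO wells lacking enzyme for full effect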
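Assay system: recombinant HKDC1 hexokinase; detection: coupled resazurin fluorescence, excitation 525 nm, emission 613 nm; benchmarks: DMSO-plus-enzyme-mix negative control, buffer-substituted positive control; compound dosing: single 20 µM dose; schedule: 90 min at room temperature in dark; also added: glucose plus 1 mM ATP as hexokinase substrates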
hIAP act: human IAP activation; P09923; purified human IAP, CDP-Star luminescence, 30 min; stronger effect = higher value; 1 = vehicle-only enzyme, 0 = enzyme-free background; activation factor at 10 µM; 330,000 tested, 0.16% active; AID 2524;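 active means activation factor of the enzyme at least 2-fold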; further: the source names both 10 and 20 µM as test concentration; values of inactives mirror those of a sister screen read the other way
Target sequence (P09923 whole entry, looked up): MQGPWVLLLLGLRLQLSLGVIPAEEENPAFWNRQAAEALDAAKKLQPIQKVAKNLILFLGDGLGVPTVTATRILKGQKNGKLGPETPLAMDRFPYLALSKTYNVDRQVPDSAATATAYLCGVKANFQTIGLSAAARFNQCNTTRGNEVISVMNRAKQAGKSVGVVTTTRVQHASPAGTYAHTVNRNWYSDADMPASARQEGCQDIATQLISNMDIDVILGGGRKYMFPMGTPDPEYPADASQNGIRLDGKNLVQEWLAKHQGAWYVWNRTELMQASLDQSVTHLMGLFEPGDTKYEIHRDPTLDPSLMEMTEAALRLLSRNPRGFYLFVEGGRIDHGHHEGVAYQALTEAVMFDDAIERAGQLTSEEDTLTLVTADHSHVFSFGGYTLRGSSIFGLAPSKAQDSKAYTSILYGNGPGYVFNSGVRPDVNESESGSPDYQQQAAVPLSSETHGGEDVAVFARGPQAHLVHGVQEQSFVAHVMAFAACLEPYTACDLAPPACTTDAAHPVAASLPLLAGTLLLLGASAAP
PfGluPho inh: PfG6PD (Plasmodium falciparum) enzyme inhibition; PfGluPho enzyme, NADPH resazurin-diaphorase fluorescence; inhibition, % at 20 µM; 350,000 tested, 0.78% active; AID 504690;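 active means inhibition reaching at least a set limit at 20 µM in the primary screen, cut at about 59% in these data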;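 further: 0% = DMSO wells with substrate and 100% = DMSO wells lacking glucose-6-phosphate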
ATG4B inhibitor: ATG4B (human) cysteine protease inhibition. Q9Y4P1. ATG4B cleavage of LC3-PLA2, NBD-HPC fluorescence, 1 h. inhibition, % at 8.33 µM. 340,000 tested, 0.51% active. AID 504462; in the data active means inhibition above about 40%
Target sequence (Q9Y4P1 whole entry, looked up): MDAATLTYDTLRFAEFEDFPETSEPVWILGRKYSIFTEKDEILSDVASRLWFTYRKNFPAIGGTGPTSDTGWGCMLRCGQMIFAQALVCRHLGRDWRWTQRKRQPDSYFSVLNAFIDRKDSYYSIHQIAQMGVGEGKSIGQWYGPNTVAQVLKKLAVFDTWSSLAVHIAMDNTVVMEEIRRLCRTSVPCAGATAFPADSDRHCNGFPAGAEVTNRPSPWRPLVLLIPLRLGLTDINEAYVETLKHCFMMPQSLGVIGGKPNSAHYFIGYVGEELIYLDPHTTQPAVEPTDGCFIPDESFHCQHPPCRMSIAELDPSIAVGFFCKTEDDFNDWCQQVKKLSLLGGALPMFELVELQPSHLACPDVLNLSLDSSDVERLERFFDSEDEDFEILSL
mIAP block: mouse IAP inhibition; 330,000 tested, 0.2% active; purified mouse IAP, CDP-Star luminescence, 30 min; inhibition, % at 10 µM;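 active means inhibition of at least 40% at 10 µM in the primary screen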;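 further: plate controls were DMSO with enzyme for no effect and no enzyme wells for full effect; values of inactives mirror those of a sister screen read the other way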
hIAP block: blocks human intestinal alkaline phosphatase; P09923; purified IAP, CDP-Star luminescence, 30 min; inhibition, % at 10 µM; 330,000 tested, 0.12% active; AID 2544;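 active means inhibition reaching a set limit with compound at 10 µM in the primary screen, cut at about 35% in these data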;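 further: plate controls were DMSO wells with enzyme for no effect and no-enzyme buffer wells for full effect; values of inactives mirror those of a sister screen read the other way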
* = called active by the depositor; & = joins results of further samples.

`CN(C(=O)C1CCC(=O)N(C2CC2)C1)C1CCCCC1` (stereo not given) gave APOBEC3A inh -1, mIAP act 0.99, HKDC1 inhibitor -9, hIAP act 1.2, PfGluPho inh 3, ATG4B inhibitor 11, mIAP block 1 and hIAP block -23.
`CC(C)n1nc(C(=O)Nc2nc3ccccc3[nH]2)c2ccccc2c1=O` gave APOBEC3A inh -3, mIAP act 0.92, HKDC1 inhibitor -7, hIAP act 1.2, PfGluPho inh 5, ATG4B inhibitor -4, mIAP block 8 and hIAP block -17.
Cc1cccc(Nc2ncnc3c2cnn3C)c1 was read as APOBEC3A inh 2, mIAP act 1.1, HKDC1 inhibitor -7, hIAP act 0.98, PfGluPho inh -13, ATG4B inhibitor 6, mIAP block -6 and hIAP block 2.
CCOc1cccc2sc(N(CCN(C)C)C(=O)c3ccc4c(c3)OCCO4)nc12 was read as APOBEC3A inh 0, mIAP act 0.97, HKDC1 inhibitor -10, hIAP act 0.86, PfGluPho inh 5, ATG4B inhibitor -6, mIAP block 3 and hIAP block 14.
For CC(=O)c1ccccc1OC(=O)COc1ccc([N+](=O)[O-])cc1 the results were APOBEC3A inh -7, mIAP act 1.1, HKDC1 inhibitor -8, hIAP act 1.1, PfGluPho inh 5, ATG4B inhibitor 8, mIAP block -5 and hIAP block -8.
`Cc1ccc(-n2nc3c(=O)n(CC(=O)NCCc4cccs4)nc(C)c3c2C)cc1` gave APOBEC3A inh -2, mIAP act 0.93, HKDC1 inhibitor -1, hIAP act 0.87, PfGluPho inh -5, ATG4B inhibitor -8, mIAP block 7 and hIAP block 13.
COc1ccc(-c2cc(-c3cccs3)c(C#N)c(SCC(=O)NCc3ccccc3OC)n2)cc1 was read as APOBEC3A inh -3, mIAP act 0.91, HKDC1 inhibitor -3, hIAP act 0.93, PfGluPho inh 2, ATG4B inhibitor -9, mIAP block 9 and hIAP block 7.
`O=C(COC(=O)c1cccc(Cl)c1Cl)NCCN1C(=O)CSC1=O` gave APOBEC3A inh -3, mIAP act 1, HKDC1 inhibitor -16, hIAP act 0.84, PfGluPho inh 14, ATG4B inhibitor -3, mIAP block -3 and hIAP block 16.
`COc1ccc(NC(=O)COC(=O)c2cc(Cl)ccc2O)cc1S(=O)(=O)N1CCCCC1` gave APOBEC3A inh 3, mIAP act 1.1, HKDC1 inhibitor -3, hIAP act 0.94, PfGluPho inh -21, ATG4B inhibitor -15, mIAP block -5 and hIAP block 6.
For Cc1ccc(C2Oc3ccccc3C3=C2C(c2cccs2)n2ncnc2N3)cc1 (stereo not given) the results were APOBEC3A inh 4, mIAP act 0.94, HKDC1 inhibitor 8, hIAP act 1.1, PfGluPho inh 18, ATG4B inhibitor -8, mIAP block 6 and hIAP block -8.
Screening Oc1oc(-c2cccc3ccccc23)nc1/C=N/c1nccs1 returned APOBEC3A inh -1, mIAP act 0.95, HKDC1 inhibitor 1, hIAP act 1.1, PfGluPho inh 5, ATG4B inhibitor 3, mIAP block 5 and hIAP block -7.
Screening COC(=O)C[N+](C)(C)CC#Cc1ccccc1 returned APOBEC3A inh 10, mIAP act 0.92, HKDC1 inhibitor 7, hIAP act 0.98, PfGluPho inh -8, ATG4B inhibitor 0, mIAP block 8 and hIAP block 2.
Screening N#Cc1ccccc1OCC(=O)NC(=O)NCc1ccccc1 returned APOBEC3A inh -2, mIAP act 1.1, HKDC1 inhibitor -5, hIAP act 1, PfGluPho inh 15, ATG4B inhibitor -5, mIAP block -9 and hIAP block 0.
`Cc1ccc(-c2nc3ccccc3[nH]2)cc1NC(=S)NC(=O)c1ccccc1Br` gave APOBEC3A inh -4, mIAP act 0.9, HKDC1 inhibitor -7, hIAP act 0.97, PfGluPho inh -13, ATG4B inhibitor 41*, mIAP block 10 and hIAP block 3.
`COc1ccccc1/C=C1\SC(=S)N(N2C(=O)CCCC2=O)C1=O` gave APOBEC3A inh -3, mIAP act 0.93, HKDC1 inhibitor 8, hIAP act 1.1, PfGluPho inh 14, ATG4B inhibitor -4, mIAP block 8 and hIAP block -14.
Screening Cc1cc(C)n(-c2ccc(NC(=O)C3CCCCN3C(=O)c3cc(C)oc3C)cc2)n1 (stereo not given) returned APOBEC3A inh -3, mIAP act 1, HKDC1 inhibitor 1, hIAP act 1.5, PfGluPho inh 11, ATG4B inhibitor -8, mIAP block -5 and hIAP block -47.
O=C(O)c1ccc2c3n(nc2c1)-c1ccc(Cl)cc1CO3 was read as APOBEC3A inh 8, mIAP act 0.96, HKDC1 inhibitor -1, hIAP act 0.88, PfGluPho inh -30, ATG4B inhibitor 3, mIAP block 4 and hIAP block 12.
COc1cc(C(C)=O)ccc1OCC(O)Cn1nc(C)c(C(C)=O)c1C (stereo not given) was read as APOBEC3A inh -7, mIAP act 0.75, HKDC1 inhibitor -5, hIAP act 1.2, PfGluPho inh -2, ATG4B inhibitor -1, mIAP block 25 and hIAP block -16.
`O=C(CN1CCN(c2ccc(F)cc2)CC1)N1N=CCC1c1ccccc1` (stereo not given) gave APOBEC3A inh -1, mIAP act 1, HKDC1 inhibitor -11, hIAP act 0.97, PfGluPho inh 13, ATG4B inhibitor -12, mIAP block -4 and hIAP block 3.
CC(Sc1nnc2ccccn12)C(=O)Nc1ccc2c(c1)OCCO2 (stereo not given) was read as APOBEC3A inh 2, mIAP act 0.99, HKDC1 inhibitor 0, hIAP act 0.94, PfGluPho inh -25, ATG4B inhibitor 4, mIAP block 0 and hIAP block 6.

Quoted from above for reference:
`O=C(CN1CCN(c2ccc(F)cc2)CC1)N1N=CCC1c1ccccc1` (stereo not given) gave APOBEC3A inh -1, mIAP act 1, HKDC1 inhibitor -11, hIAP act 0.97, PfGluPho inh 13, ATG4B inhibitor -12, mIAP block -4 and hIAP block 3.
CC(Sc1nnc2ccccn12)C(=O)Nc1ccc2c(c1)OCCO2 (stereo not given) was read as APOBEC3A inh 2, mIAP act 0.99, HKDC1 inhibitor 0, hIAP act 0.94, PfGluPho inh -25, ATG4B inhibitor 4, mIAP block 0 and hIAP block 6.

The results go on:
CC(C)OC(=O)c1cc2c(=O)[nH]c(C(Cl)(Cl)Cl)nc2o1 was read as APOBEC3A inh 2, mIAP act 1, HKDC1 inhibitor 2, hIAP act 0.98, PfGluPho inh -22, ATG4B inhibitor 3, mIAP block -1 and hIAP block 2.
Screening O=C(NC(=O)N1CCN(c2cccc(Cl)c2)CC1)c1ccccc1 returned APOBEC3A inh 5, mIAP act 0.99, HKDC1 inhibitor 3, hIAP act 1.1, PfGluPho inh -4, ATG4B inhibitor 1, mIAP block 1 and hIAP block -12.
`Cc1cc(C)nc(Nc2n[nH]c(-c3ccccc3C)n2)n1` gave APOBEC3A inh 0, mIAP act 0.93, HKDC1 inhibitor -6, hIAP act 1.8, PfGluPho inh -2, ATG4B inhibitor -7, mIAP block 7 and hIAP block -75.
Screening Cc1ccc(OCC(=O)O/N=C(\N)c2cccnc2)cc1 returned APOBEC3A inh -6, mIAP act 1, HKDC1 inhibitor -6, hIAP act 1, PfGluPho inh -2, ATG4B inhibitor -7, mIAP block -1 and hIAP block 0.
COc1ccc(CNc2ccc(C)cc2)cc1Br was read as APOBEC3A inh -3, mIAP act 1.1, HKDC1 inhibitor 4, hIAP act 0.97, PfGluPho inh 30, ATG4B inhibitor -4, mIAP block -12 and hIAP block 3.
`CCCC(=O)NCC(c1cccs1)S(=O)(=O)c1ccc(Cl)cc1` (stereo not given) gave APOBEC3A inh 2, mIAP act 1, HKDC1 inhibitor 1, hIAP act 1.2, PfGluPho inh -7, ATG4B inhibitor 4, mIAP block -4 and hIAP block -16.
CC(C)C(NC(=O)c1ccccc1)C(=O)NCC(c1ccccc1)N(C)C (stereo not given) was read as APOBEC3A inh -4, mIAP act 0.94, HKDC1 inhibitor 4, hIAP act 1, PfGluPho inh -14, ATG4B inhibitor 1, mIAP block 6 and hIAP block -2.
For COc1ccc(NC(=O)CSc2nnc(Cc3cccn3C)n2-c2ccc(F)cc2)cc1OC the results were APOBEC3A inh -6, mIAP act 0.82, HKDC1 inhibitor -8, hIAP act 0.92, PfGluPho inh 1, ATG4B inhibitor -7, mIAP block 18 and hIAP block 8.
COC(=O)CSc1nc2nc(C)c(Br)cc2[nH]1 was read as APOBEC3A inh -1, mIAP act 0.92, HKDC1 inhibitor -7, hIAP act 1.1, PfGluPho inh 23, ATG4B inhibitor 1, mIAP block 8 and hIAP block -6.
Screening Cc1c(-n2cccc2C=O)cccc1[N+](=O)[O-] returned APOBEC3A inh -3, mIAP act 1, HKDC1 inhibitor 5, hIAP act 1, PfGluPho inh 2, ATG4B inhibitor -1, mIAP block 0 and hIAP block -2.
Screening COC(=O)c1c(NC(=O)CN(c2ccccc2)S(C)(=O)=O)sc2c1CCCC2 returned APOBEC3A inh -1, mIAP act 0.93, HKDC1 inhibitor -1, hIAP act 0.93, PfGluPho inh 11, ATG4B inhibitor -13, mIAP block 7 and hIAP block 7.
Screening Cc1ccc(NC(=O)Cc2c(O)c3ccccc3[nH]c2=O)c(C)c1 returned APOBEC3A inh -10, mIAP act 1.1, HKDC1 inhibitor 3, hIAP act 1, PfGluPho inh 1, ATG4B inhibitor -1, mIAP block -6 and hIAP block -1.
Screening CC1CCCC(NC(=O)COC(=O)c2c[nH]c(=O)[nH]c2=O)C1C (stereo not given) returned APOBEC3A inh -3, mIAP act 1.1, HKDC1 inhibitor -7, hIAP act 1, PfGluPho inh -4, ATG4B inhibitor 2, mIAP block -10 and hIAP block -1.
CN(CCOc1ccc(CC2SC(=O)NC2=O)cc1)c1ccccn1 (stereo not given) was read as APOBEC3A inh -5&-1, mIAP act 1, HKDC1 inhibitor -1&0, hIAP act 1.1, PfGluPho inh -32&-30, ATG4B inhibitor 4&0, mIAP block -4 and hIAP block 7.
For CCOC(=O)Cc1csc(NC(=O)C2CCCCC2C(=O)O)n1 (stereo not given) the results were APOBEC3A inh 0, mIAP act 0.94, HKDC1 inhibitor 8, hIAP act 1.3, PfGluPho inh -25, ATG4B inhibitor 1, mIAP block 6 and hIAP block -28.
For CCOC(=O)Cn1c2c(c(=N)c3ccccc31)CCC2 the results were APOBEC3A inh -18, mIAP act 1.1, HKDC1 inhibitor -7, hIAP act 0.96, PfGluPho inh -23, ATG4B inhibitor -5, mIAP block -7 and hIAP block 4.
`C=C(Br)Cn1c(CC)nc2ccccc21` gave APOBEC3A inh -2, mIAP act 0.92, HKDC1 inhibitor -4, hIAP act 0.86, PfGluPho inh -21, ATG4B inhibitor -8, mIAP block 8 and hIAP block 14.
For CC(C)Cn1c(N)c(C(=O)COC(=O)c2cc(C3CC3)nc3ccccc23)c(=O)n(C)c1=O the results were APOBEC3A inh 0, mIAP act 0.89, HKDC1 inhibitor 6, hIAP act 1.1, PfGluPho inh 11, ATG4B inhibitor 1, mIAP block 11 and hIAP block -8.
`[O-]/C(=C(\C(=S)Nc1ccc(SC(F)F)cc1)[n+]1ccccc1)c1ccc(Cl)cc1Cl` gave APOBEC3A inh 1, mIAP act 0.89, HKDC1 inhibitor -3, hIAP act 0.95, PfGluPho inh 14, ATG4B inhibitor -9, mIAP block 11 and hIAP block 5.
`COc1ccc(S(=O)(=O)N(CC(=O)NCC2CCCO2)c2ccc(F)cc2)cc1OC` (stereo not given) gave APOBEC3A inh -3, mIAP act 1, HKDC1 inhibitor -3, hIAP act 0.92, PfGluPho inh -22, ATG4B inhibitor 5, mIAP block -3 and hIAP block 8.
